Screening data as filed in PubChem BioAssay.
APE1 inh – APE1 (human) endonuclease inhibition | recombinant APE1, TAMRA/BHQ-2 abasic DNA cleavage fluorescence | P27695 | AID 2517 | actives 0.35% (n = 350,000) | Potency, µM (top dose mostly 65.8 µM), for inactives: top-dose activity change, negative = inhibition, usual class: inhibitors;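 note: plate controls were vehicle for no effect and reference inhibitor for full effect; nearly all actives have a fitted effect of over 55% in size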
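0.75 nM APE1 + cpd, 15 min RT; start w/ 50 nM TAMRA/BHQ-2 THF-abasic dsDNA; kinetic fluor 525/598 nm ×3 reads @60 s; Δ(read3−read1); normalized to DMSO and NSC13755 control wells.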
BLM helicase inh – inhibitors of human Bloom syndrome helicase BLM | recombinant BLM DNA unwinding, fluorescence dequenching | Potency, µM (doses to about 56.1 µM), for the others: top-dose activity change, negative = inhibition, usual class: inhibitors | actives 0.2% (n = 350,000) | AID 2528;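 note: plate controls were vehicle for no effect and no enzyme for full effect; nearly all actives have a fitted effect of over 35% in size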
Target sequence (P54132 whole entry, looked up): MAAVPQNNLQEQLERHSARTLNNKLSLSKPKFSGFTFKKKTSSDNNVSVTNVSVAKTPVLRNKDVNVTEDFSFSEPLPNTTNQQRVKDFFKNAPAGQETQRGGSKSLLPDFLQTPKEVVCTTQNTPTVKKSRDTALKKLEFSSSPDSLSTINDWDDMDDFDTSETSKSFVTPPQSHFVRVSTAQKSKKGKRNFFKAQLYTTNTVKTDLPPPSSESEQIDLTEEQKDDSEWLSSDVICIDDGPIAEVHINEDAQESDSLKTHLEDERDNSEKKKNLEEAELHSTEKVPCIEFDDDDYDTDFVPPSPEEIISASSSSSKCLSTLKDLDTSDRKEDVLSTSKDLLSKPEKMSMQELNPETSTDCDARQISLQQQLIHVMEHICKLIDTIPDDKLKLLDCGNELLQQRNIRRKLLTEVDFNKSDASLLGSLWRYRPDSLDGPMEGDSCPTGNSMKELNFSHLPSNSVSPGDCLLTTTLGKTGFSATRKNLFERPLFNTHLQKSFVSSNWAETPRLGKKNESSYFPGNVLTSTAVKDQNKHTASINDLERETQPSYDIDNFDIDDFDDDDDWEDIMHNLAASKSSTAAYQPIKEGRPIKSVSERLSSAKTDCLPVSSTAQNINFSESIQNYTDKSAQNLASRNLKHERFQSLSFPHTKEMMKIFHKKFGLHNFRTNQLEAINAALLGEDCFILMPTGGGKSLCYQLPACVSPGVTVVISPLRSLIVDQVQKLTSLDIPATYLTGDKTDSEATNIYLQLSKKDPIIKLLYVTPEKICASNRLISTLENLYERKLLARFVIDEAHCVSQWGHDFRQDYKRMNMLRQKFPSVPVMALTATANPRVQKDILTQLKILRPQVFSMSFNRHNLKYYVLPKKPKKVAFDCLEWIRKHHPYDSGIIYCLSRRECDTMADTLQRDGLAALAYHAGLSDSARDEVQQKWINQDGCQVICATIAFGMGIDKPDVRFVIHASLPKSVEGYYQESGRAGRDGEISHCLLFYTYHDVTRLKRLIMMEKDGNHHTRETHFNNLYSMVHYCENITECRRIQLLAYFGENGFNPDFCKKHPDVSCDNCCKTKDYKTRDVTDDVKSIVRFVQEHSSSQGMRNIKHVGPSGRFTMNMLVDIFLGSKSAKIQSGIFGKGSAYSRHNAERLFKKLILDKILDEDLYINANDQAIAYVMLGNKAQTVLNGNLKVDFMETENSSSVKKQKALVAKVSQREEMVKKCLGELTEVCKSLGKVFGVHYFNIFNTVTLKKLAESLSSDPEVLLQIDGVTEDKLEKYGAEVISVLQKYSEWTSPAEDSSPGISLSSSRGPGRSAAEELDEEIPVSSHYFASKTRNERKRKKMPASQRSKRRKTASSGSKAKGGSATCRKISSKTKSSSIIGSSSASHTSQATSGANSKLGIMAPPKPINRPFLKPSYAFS
Pol eta inh – blocks human DNA polymerase eta activity; Q9Y253; recombinant Pol eta, fluorescent DNA replication assay; Potency, µM (series often up to 114 µM), for the others: at the top dose activity change, negative = inhibition, most hits filed as inhibitors; actives 1.2% (n = 390,000); AID 588591; note: % is set by controls: 0 for no effect and ±100 for the full control effect
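Pol eta (10 nM) was preincubated with compounds for 15 min at room temperature, after which fluorescent replication substrate (50 nM final) was added to start the reaction. Fluorescence was read kinetically at 0 and 10 min.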
POLI inh – blocks human DNA polymerase iota activity; Q9UNA4; Pol iota fluorescent replication assay, 10 min; Potency, µM (top dose mostly 115 µM), without a hit: at the top dose activity, negative = inhibition, hits mostly inhibitors; actives 1% (n = 390,000)
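Fluorescent replication assay read twice, at 0 min and 10 min after adding 50 nM (final) substrate. Enzyme (10 nM) and compounds were first incubated 15 min at room temperature; enzyme-free buffer wells were negative controls.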
Apoferritin bind – candidate novel general anesthetic via apoferritin binding; apoferritin/1-aminoanthracene competitive binding, fluorescence; Potency, µM (titrated, usually from 77.5 µM), for the others: at the highest dose activity change, negative = displacement, most hits filed as inhibitors; actives 0.074% (n = 350,000); note: % is set by controls: 0 for no effect and ±100 for the full control effect; nearly all actives have a fitted effect of over 20% in size
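10 uM apoferritin + 50% sat. 1-AMA, PBS; cpd 10 min RT; Ex380/Em535 endpoint; normalized to free probe vs complex; 4-param Hill fit; propofol titration as pos. ctrl.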
G9a inh – inhibitors of human histone lysine methyltransferase G9a; Q96KQ7; G9a H3K9 monomethylation, AlphaScreen, 2 h; Potency, µM (highest dose often 102 µM), for the others: at the top dose activity, negative = inhibition, actives largely listed as inhibitors; actives 8.8% (n = 350,000); AID 504332; note: % is set by controls: 0 for no effect and ±100 for the full control effect; nearly all actives have a fitted effect of over 75% in size
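Step 1: enzyme (final 20 nM) with compound, 15 min RT. Step 2: substrate peptide 500 nM and SAM 20 uM, 2 h RT. Step 3: anti-H3K9me1 antibody and AlphaScreen beads, 10 min, then plate read.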
POLB inh – inhibitors of human DNA polymerase beta. Pol beta primer extension/strand displacement, fluorescence kinetic. Potency, µM (highest dose often 114 µM), without a hit: top-dose activity change, negative = inhibition, most hits filed as inhibitors. actives 1.3% (n = 340,000); note: % is set by controls: 0 for no effect and ±100 for the full control effect
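Pol beta (10 nM) was preincubated with compound for 15 min at room temperature. The reaction was then started with 50 nM substrate and read immediately and after a further 10 min at room temperature.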
POLK inh – DNA polymerase kappa (human) inhibition; actives 0.53% (n = 400,000); Q9UBT6; AID 588579; purified Pol kappa, fluorescent DNA synthesis assay, 10 min; Potency, µM (titrated, usually from 107 µM), without a hit: top-dose activity, negative = inhibition, usual class: inhibitors; note: % is set by controls: 0 for no effect and ±100 for the full control effect
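Kinetic fluorescence screen: compound preincubated 15 min RT with 10 nM enzyme; 50 nM substrate (final) initiates; reads at 0/10 min.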
BAZ2B inh – inhibitors of human BAZ2B bromodomain | Q9UIF8 | Potency, µM (highest dose often 114 µM), inactives show top-dose activity change, negative = inhibition, most hits filed as inhibitors | AlphaScreen BAZ2B-H3K14Ac peptide displacement | actives 4.4% (n = 360,000); note: % is set by controls: 0 for no effect and ±100 for the full control effect; nearly all actives have a fitted effect of over 60% in size
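Protein-peptide AlphaScreen: BAZ2B 50 nM, b-H3K14Ac 50 nM, 1x PBS pH 7.4 + 0.01% Tween-20. Preincubation 30 min RT; cpd 30 min RT (top 110 uM); beads 20 min RT, light-protected.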
* hit, by the source's call; u = inconclusive; x = no result given; & = joins results of further samples; [ ] = dose if it differs, or a comment. Calls come from the whole dose curve; as a rule, active = well fitted curve in the direction sought with a large enough effect; inconclusive = small, poorly fitted or top-dose-only effect, or another doubt; inactive = no such curve, though single readings can be large; an effect the other way counts as inactive or inconclusive. Potency is the fitted concentration of half-maximal effect.

The line under a structure holds: APE1 inh, BLM helicase inh, Pol eta inh, POLI inh, Apoferritin bind, G9a inh, POLB inh, POLK inh, BAZ2B inh
> COc1ccc(NC(=O)NC2CCCc3ccccc32)cc1 (configuration not stated)
  31%, -5%, -13%, 36%[activator], -2%, -1%, 3%, 9%, -3%
> CCOc1ccc(N2C(=O)c3cccnc3C2Nc2ccc(F)cc2)cc1 (configuration not stated)
  0%, -13%, -4%, 1%, u, 56µM*, -4%, -2%, 36%
> O=C(NCCN1C(=O)S/C(=C\c2ccc(Cl)cc2)C1=O)C1=COCCO1
  18%, x, -3%, 10%, x, x, x, -5%, x
> COc1cc(NC(=O)c2cc3c(C)nc4ccccc4c3o2)cc(OC)c1OC
  u, -17%, u, -14%, 91%[activator], 5%, u, -33%, 5%
> CCc1ccc(-c2nc(CS(=O)CC(=O)NCCc3ccc(Cl)cc3)c(C)o2)cc1 (configuration not stated)
  x, -2%, 3%, 2%, 46%[activator], -41%[59 µM], -13%, -10%[60.1 µM], 3%
> CCc1c(C(=O)Nc2cc(C)ccc2OC)[nH]c(C)c1C(C)=O
  -2%, -5%, -5%, -17%, 0%, -32%[59 µM], 2%, 0%, 2%
> O=C(Cc1ccccc1)N/N=C/c1cc(Br)cs1
  12%, -2%, -21%, 103%[activator], -3%, x, 2%, -6%, 23%
> O=C(NCC(=O)N1CCN(c2cccc(Cl)c2)CC1)c1ccc(Br)o1
  11%, x, -14%, -5%, x, 12%, x, -5%, 0%
> CCOC(=O)c1nc(C)n(-c2cc(Cl)cc(Cl)c2)n1
  3%, 2%, -7%, 1%, -10%, -4%, 36%, -4%, 4%
> O=C(Nc1ccc(-c2cscn2)cc1)C1CCCN(Cc2ccc(CO)o2)C1 (configuration not stated)
  9%, 2%, 0%, 4%, 2%, x, u, -24%, -7%

Later entries:
The line under a structure holds: APE1 inh, BLM helicase inh, Pol eta inh, POLI inh, Apoferritin bind, G9a inh, POLB inh, POLK inh, BAZ2B inh
> CCOC(=O)Cn1c(=O)c2c(nc3n2CC(C)CN3Cc2ccccc2)n(C)c1=O (configuration not stated)
  10%, -3%, 1%, 12%, -3%, -3%, 18%, -18%, -13%[57.1 µM]
> Cc1nnc(C)c2c(C)n(-c3ccccc3N)c(C)c12
  6%, -1%, 0%, 3%, -4%, -44%, -6%, -31%, -38%
> O=C(CSc1nnc(CNc2ccc(F)cc2)n1Cc1ccco1)NC1CC1
  1%, 3%, -5%, 3%, -8%, u, 24%, -2%, -23%
> COc1ccc(CNC(=O)CN(Cc2ccc(OC)cc2)C(=O)CCC(=O)Nc2nccs2)cc1
  37%[activator], -2%, -12%, 10%, 4%, u, u, -6%, -3%
> NS(=O)(=O)c1ccc(Nc2nc(-c3ccc(O)cc3O)cs2)cc1
  -1%, -21%, u, 11%, -16%, 1%[59 µM], u, -18%, u
> CCOC(=O)C1=C(N)N2C(=O)C(C)SC2=C(C(=O)OCC)C1c1ccc(O)cc1 (configuration not stated)
  6%, -7%, -7%, u, -8%, x, 1%, -16%, u
> CCOc1ccc(NC(=O)CN(C)S(=O)(=O)c2ccc3c(c2)c(=O)n(C)c(=O)n3C)cc1
  x, 0%, -4%, -9%, -5%, 5%[59 µM], 32%, -7%, -4%
> COc1cccc(N2CCN(C(=O)Cn3cnc4onc(-c5ccc(F)cc5)c4c3=O)CC2)c1
  x, -6%, -11%, -17%, 56%[activator], -32%[59 µM], 15%, -4%, -1%[57.1 µM]
> Cc1ccc(/C=C/C(=O)N2CCC(Cc3ccccc3)CC2)cc1
  0%, -4%, -22%, -14%, -22%, -13%[59 µM], 0%, -14%, 9%
> CCc1ccc(CN(C(=O)c2cc3ccccc3oc2=O)C2CCS(=O)(=O)C2)cc1 (configuration not stated)
  13%, -2%&-5%, -9%&8%, 10%&42%, -8%&-11%, -10%[59 µM], -2%&42%, 0%&0%, u

Next part; it opens with the 7 that closed the last part.
The line under a structure holds: APE1 inh, BLM helicase inh, Pol eta inh, POLI inh, Apoferritin bind, G9a inh, POLB inh, POLK inh, BAZ2B inh
> COc1ccc(CNC(=O)CN(Cc2ccc(OC)cc2)C(=O)CCC(=O)Nc2nccs2)cc1
  37%[activator], -2%, -12%, 10%, 4%, u, u, -6%, -3%
> NS(=O)(=O)c1ccc(Nc2nc(-c3ccc(O)cc3O)cs2)cc1
  -1%, -21%, u, 11%, -16%, 1%[59 µM], u, -18%, u
> CCOC(=O)C1=C(N)N2C(=O)C(C)SC2=C(C(=O)OCC)C1c1ccc(O)cc1 (configuration not stated)
  6%, -7%, -7%, u, -8%, x, 1%, -16%, u
> CCOc1ccc(NC(=O)CN(C)S(=O)(=O)c2ccc3c(c2)c(=O)n(C)c(=O)n3C)cc1
  x, 0%, -4%, -9%, -5%, 5%[59 µM], 32%, -7%, -4%
> COc1cccc(N2CCN(C(=O)Cn3cnc4onc(-c5ccc(F)cc5)c4c3=O)CC2)c1
  x, -6%, -11%, -17%, 56%[activator], -32%[59 µM], 15%, -4%, -1%[57.1 µM]
> Cc1ccc(/C=C/C(=O)N2CCC(Cc3ccccc3)CC2)cc1
  0%, -4%, -22%, -14%, -22%, -13%[59 µM], 0%, -14%, 9%
> CCc1ccc(CN(C(=O)c2cc3ccccc3oc2=O)C2CCS(=O)(=O)C2)cc1 (configuration not stated)
  13%, -2%&-5%, -9%&8%, 10%&42%, -8%&-11%, -10%[59 µM], -2%&42%, 0%&0%, u
> CC1CCCN(CCCNC(=O)c2ccc3c(c2)N(Cc2ccc(F)cc2)C(=O)c2ccccc2S3=O)C1 (configuration not stated)
  5%, 4%, -2%, -11%, -9%, -4%[0.0925 µM], 35%, -4%, -18%
> Cc1cc(C)c(C(=O)NC2CCCc3c2cnn3-c2cccc(C)c2C)o1 (configuration not stated)
  -7%, -1%, -1%, -17%, u, 18%, -1%, -2%, -30%
> CC(=O)NS(=O)(=O)c1ccc(NC(=O)c2ccc(-n3nc(C)cc3C)cc2)cc1
  0%, 1%, -18%, 61%[activator], -9%, -35%, -1%, -8%, x
> CCOC(=O)N1CCN(C(=O)Nc2ccccc2Cl)CC1
  4%, 1%, -7%, -9%, -5%, 3%[59 µM], 16%, -8%, -2%
> COC(=O)c1ccc(CSc2nc3cc(Cl)ccc3o2)cc1
  1%, -7%, -22%, 14%, -16%, 158%[activator][59 µM], 8%, -9%, 146%[activator]
> Cn1c(=O)c2c(nc(NCC3CCCC(CN)C3)n2Cc2ccc(Cl)cc2Cl)n(C)c1=O (configuration not stated)
  5%, -1%, -9%, -12%, 2%, -1%, 4%, 5%, -14%
> CCc1nnc(N/N=C/c2cc(C)c(C)cc2C)n1N
  25%, -2%, -6%, u, -14%, 79µM*, 8%, -19%, 1%
> NS(=O)(=O)c1ccc(CNC(=O)c2cc(=O)[nH]c3ccccc23)cc1
  2%, -1%, -16%, 87%[activator], -1%, -15%, 14%, -10%, 3%
> Cc1ccc(-n2c(SCC(=O)NCCN3C(=O)CSC3=O)nnc2-c2ccccc2)cc1C
  -1%, 2%, -9%, 11%, -9%, 11%[59 µM], 5%, -1%, 1%
> Cc1cc(NC(=O)Cn2ccc([N+](=O)[O-])n2)no1
  17%, -2%, 2%, 0%, -4%, -4%, 45%, -15%, -9%

Single records (already shown). Order of screens: APE1 inh	BLM helicase inh	Pol eta inh	POLI inh	Apoferritin bind	G9a inh	POLB inh	POLK inh	BAZ2B inh
Shown for CC1CCCN(CCCNC(=O)c2ccc3c(c2)N(Cc2ccc(F)cc2)C(=O)c2ccccc2S3=O)C1 (configuration not stated) = 5%	4%	-2%	-11%	-9%	-4%[0.0925 µM]	35%	-4%	-18%
Shown for Cc1cc(C)c(C(=O)NC2CCCc3c2cnn3-c2cccc(C)c2C)o1 (configuration not stated) = -7%	-1%	-1%	-17%	u	18%	-1%	-2%	-30%

(list continues)
Letter code – A = APE1 inh; B = BLM helicase inh; C = Pol eta inh; D = POLI inh; E = Apoferritin bind; F = G9a inh; G = POLB inh; H = POLK inh; I = BAZ2B inh
CCOC(=O)CC1=C(C#N)C(c2cccnc2)C(C(=O)OCC)=C(N)O1 (configuration not stated)
  A: 0% | B: -1% | C: -23% | D: -7% | E: -6% | F: 7%[12.7 µM] | G: 27% | H: -11% | I: 8%

COc1ccc(CCC(=O)Nc2cc3c4c(c2)CCC(=O)N4CCC3)cc1
  A: 20% | B: x | C: -14% | D: 16% | E: x | F: u | G: x | H: -13% | I: -8%

O=C(O)c1cccc(NC(=S)N/N=C/c2cccc(O)c2)c1
  A: 1% | B: 2% | C: -19% | D: 51%[activator] | E: 2% | F: -23% | G: 2% | H: -11% | I: -23%

CCCCNC(=S)N1CCN(C)CC1
  A: -5% | B: 2% | C: 5% | D: 40%[activator] | E: -3% | F: 11µM* | G: -16% | H: -9% | I: 40µM*

O=C(NCCCN1CCOCC1)c1cccc(S(=O)(=O)Nc2ccc(F)cc2)c1
  A: -1% | B: x | C: -5% | D: -24% | E: x | F: 23%[59 µM] | G: x | H: 1% | I: -4%

FC(F)(F)c1nnc2ccc(Cl)nn12
  A: 4% | B: 3% | C: 0% | D: 30%[activator] | E: -4% | F: 3% | G: 6% | H: -1% | I: -17%

COc1cc(NC(=O)c2nc(-c3ccncc3)no2)cc(OC)c1OC
  A: x | B: -1% | C: -17% | D: 12% | E: 1% | F: -5%[59 µM] | G: 31% | H: -4% | I: -2%

CCc1c(C)nc(N2CCN(Cc3ccc4c(c3)OCO4)CC2)[nH]c1=O
  A: 35% | B: -1% | C: 7% | D: 6% | E: -15% | F: -12% | G: 25% | H: 7% | I: -6%

Cc1ccc2cn[nH]c2c1N
  A: -5% | B: -6% | C: -2% | D: 26% | E: -5% | F: u | G: -2% | H: -12% | I: -19%

This is a subset, so the mix of outcomes need not match the whole.
